# MITF primary: inhibitors of human MITF; hit rate 0.91% among 650,000; inhibition, % at 2.6 µM; O75030; AlphaScreen MITF homodimerization, bead proximity signal; AID 1259374; in the data active = inhibition above about 50%;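 note: 0% = vehicle wells with protein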
# Target sequence (O75030 whole entry, looked up): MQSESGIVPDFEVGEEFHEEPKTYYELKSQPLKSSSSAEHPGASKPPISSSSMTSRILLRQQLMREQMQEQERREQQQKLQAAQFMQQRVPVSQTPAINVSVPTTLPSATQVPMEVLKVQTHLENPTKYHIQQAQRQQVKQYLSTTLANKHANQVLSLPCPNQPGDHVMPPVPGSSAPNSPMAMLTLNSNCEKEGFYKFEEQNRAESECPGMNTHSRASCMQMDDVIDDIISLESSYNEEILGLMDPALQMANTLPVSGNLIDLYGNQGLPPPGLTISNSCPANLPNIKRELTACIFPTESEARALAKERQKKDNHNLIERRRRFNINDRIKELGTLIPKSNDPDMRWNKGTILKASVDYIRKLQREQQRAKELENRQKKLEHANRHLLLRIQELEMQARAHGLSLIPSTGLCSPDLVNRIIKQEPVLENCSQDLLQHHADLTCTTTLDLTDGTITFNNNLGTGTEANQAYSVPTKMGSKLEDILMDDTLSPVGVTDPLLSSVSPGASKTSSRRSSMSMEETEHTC
# TEAD-YAP inh: TEAD-YAP interaction inhibition | HEK-TIYL cells, TEAD-Gal4/YAP UAS-luciferase luminescence | inhibition, % at 9.12 µM | hit rate 1.4% among 640,000; in the data active = inhibition above about 32%;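 note: 0% = median of test compound wells and 100% = reference inhibitor wells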
# FBW7 activator: activators of human E3 ligase FBW7; Q969H0; AlphaScreen FBW7–phospho-cyclin E peptide binding, activator screen; normalized activity (activation), % at 26.1 µM; hit rate 0.13% among 650,000; in the data active = normalized activity above about 1.9%;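 note: purified mutant Fbw7 with reduced substrate affinity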
# GPR151 ag: activators of human GPR151 | Q8TDV0 | PathHunter beta-arrestin GPR151 cells, luminescence | activation, % at 11.2 µM | hit rate 1% among 650,000 | AID 1508602; in the data active = activation above about 4.9%;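 note: 0% = median of compound wells and 100% = cells with positive control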
# Target sequence (Q8TDV0 whole entry, looked up): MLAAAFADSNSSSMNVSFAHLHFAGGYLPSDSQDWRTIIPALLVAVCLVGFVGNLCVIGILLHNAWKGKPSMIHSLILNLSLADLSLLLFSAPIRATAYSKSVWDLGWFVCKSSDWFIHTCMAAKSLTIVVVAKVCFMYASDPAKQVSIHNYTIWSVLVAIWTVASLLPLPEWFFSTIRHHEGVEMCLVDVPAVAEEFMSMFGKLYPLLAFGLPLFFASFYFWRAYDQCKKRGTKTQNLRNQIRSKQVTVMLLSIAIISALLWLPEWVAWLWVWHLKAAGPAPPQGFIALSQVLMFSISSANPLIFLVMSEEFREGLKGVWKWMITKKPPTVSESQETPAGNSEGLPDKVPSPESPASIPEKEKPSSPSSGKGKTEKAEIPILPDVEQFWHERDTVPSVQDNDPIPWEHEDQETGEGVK
# Active calls of the source: *; . = not tested or not shown.
mol,MITF primary,TEAD-YAP inh,FBW7 activator,GPR151 ag
COc1ccc(C2=NN3C(C2)c2cccc(OC)c2OC32CCCCC2)cc1 (stereo not given),-18,-37,-0.1,0.5
CC(=O)C(C(=O)N(C)C)n1cnc2c(nnn2-c2ccc(Br)cc2)c1=O (stereo not given),9,6,0.0,0.5
CCOC(=O)C1CCN(C(=O)CCCOc2ccccc2)CC1,13,-61,0.2,-1.1
Cc1cc(C)cc(NS(=O)(=O)c2cc(C(N)=O)ccc2C)c1,14,7,0.3,13*
O=C(Nc1ccccc1C(=O)Nc1ccccc1)c1ccccc1F,7,5,-0.1,1.7
O=C(Nc1cc(Cl)ccc1C(=O)O)c1ccc2c(c1)C(=O)N(C1CCCCC1)C2=O,-14,6,0.1,-0.8
CCC(C)N1C(=O)C2C(C(=O)Nc3ccc(C)c(C)c3)C3C=CC2(O3)C1C(=O)NC1CCCCC1 (stereo not given),-13,-7,0.0,-0.2
O=C(NCCOc1ccccc1)c1cnc(Nc2cccnc2)s1,-5,-10,-0.1,0.1
CCc1cc2c(=O)n(CC(=O)N3CCCc4ccccc43)cnc2s1,15,7,0.0,-0.1
N=C1S/C(=C\c2cn(Cc3ccc(Cl)c(Cl)c3)c3ccccc23)C(=O)N1c1nccs1,-1,-8,0.3,-0.4
O=c1[nH]c(=O)c2nnc(N=Nc3c(O)[nH]c4c(Cl)cc(Cl)cc34)nc2[nH]1,-15,1,0.2,-1.0
CSC1=NSC2=NC(=O)/C(=C\c3cccnc3)C(=N)N12,2,-28,0.4,-1.9
COc1cc(OC)cc(C(=O)Nc2ccccc2C(=O)O)c1,6,-4,0.8,-2.2
COc1ccc(-n2cnc3cc(NCc4ccccc4OC)ccc32)cc1,2,-5,-0.3,-2.0
CN(C)C(CNC(=O)c1ccc2nsnc2c1)c1ccccc1Cl (stereo not given),16,1,0.6,-0.1
O=C(Nc1ccc(-c2nc3ccccc3[nH]2)cc1)c1cccc(N2C(=O)CCC2=O)c1,10,-9,-0.1,1.7
COc1ccc(C(=O)Nn2c(-c3ccc(OC)c(OC)c3)nc3ccccc3c2=O)c(OC)c1,-5,-5,0.0,1.6
O=C(c1ccccn1)N1CCC(Cn2nc(-c3ccc(F)cc3)ccc2=O)CC1,5,2,-0.1,1.1
COc1ccc(OC)c(C(=O)NCC2Cc3cc(Cl)cc(-c4ccncc4)c3O2)c1 (stereo not given),14,1,-0.6,-0.8
CCN(CC)S(=O)(=O)c1cccc(NC(=O)c2sc3nc(C)cc(C)c3c2N)c1,-12,-1,0.0,-0.7
Oc1ccc(/C=N/N2CCN(Cc3ccccc3Cl)CC2)cc1O,25,-1,-0.5,1.6
CC(=O)c1ccc(-c2nnc(CCC(=O)NC(c3cccnc3)C(F)(F)F)o2)s1 (stereo not given),13,7,0.3,1.3
COc1ccc(-c2ncn(-c3ccc(Nc4nccc(-c5cc(C#N)cc(N6CCNCC6)c5)n4)cc3)n2)cn1,-78,-16,1.0,0.3
Cc1cc(C)cc(OCC(=O)NNC(=O)COc2ccccc2)c1,11,2,-0.1,0.5
COc1ccc(OCC2c3cc(OC)c(OC)cc3CCN2C(=O)c2ccc3c(c2)OCO3)cc1 (stereo not given),10,-11,-0.1,0.5
O=S(=O)(CCc1ccccc1)NCCc1ccsc1,-28,-2,0.0,-1.1
N#Cc1ccccc1NC(=O)C1COc2ccccc2O1 (stereo not given),-8,-54,-0.6,1.2
COc1ccccc1Nc1nc2ccc(F)cc2s1,10,-44,0.0,-3.0
CCOC(=O)CN(C(C)=O)c1sc(C)c(C)c1C#N,9,-2,0.0,-0.9
COc1ccc(S(=O)(=O)Nc2ccc(-c3nnc(SCC(N)=O)o3)cc2)cc1,0,5,0.0,0.6

# At a glance, part of the list above.
mol,MITF primary,TEAD-YAP inh,FBW7 activator,GPR151 ag
O=C(Nc1cc(Cl)ccc1C(=O)O)c1ccc2c(c1)C(=O)N(C1CCCCC1)C2=O,-14,6,0.1,-0.8
CCC(C)N1C(=O)C2C(C(=O)Nc3ccc(C)c(C)c3)C3C=CC2(O3)C1C(=O)NC1CCCCC1 (stereo not given),-13,-7,0.0,-0.2

# Additional compounds follow:
mol,MITF primary,TEAD-YAP inh,FBW7 activator,GPR151 ag
O=C(c1cn(Cc2ccccc2)nc1OCc1ccccc1)N1CCCC1,13,0,0.2,0.2
CC1(C2CCN(C(=O)CC3CCCCC3)CC2)NC(=O)N(Cc2ccsc2)C1=O (stereo not given),7,2,0.5,-0.3
COc1ccccc1NNC(=O)C(O)(c1ccccc1OC)c1ccccc1OC,-5,8,0.0,0.8
CCOC(=O)C1CCN(CC(=O)CNc2ccc(Cl)c(Cl)c2)CC1,13,0,0.2,1.8
CCOC(=O)C(C(C)=O)C(c1ccc(OC)cc1)C(C(C)=O)C(=O)OCC (stereo not given),-11,-6,-0.1,-1.2
Cc1ccc(-c2nnc(NC(=O)c3ccccc3Cl)o2)cc1C,2,-5,0.0,-0.1
CC1CCc2ccccc2N1C(=O)c1ccc(Cl)cc1Cl (stereo not given),0,-6,0.2,0.2
N=c1c2ncn(C3OC(CO)C(O)C3O)c2ncn1O (stereo not given),16,0,0.0,4.3
CCc1ccc2nc3sc(C(=O)OC)c(N)c3cc2c1,3,-35,0.1,1.0
CN(C)C(CNC(=S)Nc1cccc(Cl)c1)c1cccnc1 (stereo not given),-15,-2,0.1,0.3
O=C(NCC1CCCO1)c1ccc(COc2ccc(Cl)cc2)cc1 (stereo not given),13,16,1.3,-0.9
NC(=O)c1ccccc1N=Cc1ccc(Br)s1,14,8,0.1,3.3
O=C(NCCN1Cc2ccccc2C1=O)c1ccc(Cl)cc1,-14,-15,-0.2,-1.0
CC(=O)c1ccc(NC(=S)NC2CC(C)(C)NC(C)(C)C2)cc1,-8,2,-0.1,0.5
Cc1nc2c(c(C)nn2C)c(C)c1CCC(=O)NCc1ccccn1,0,2,-0.2,3.1
O=C(Nn1cnnc1)c1ncn[nH]1,34,6,-0.8,0.9
COC(=O)c1cc2occc2n1CC(=O)Nc1ccc(C)c(C)c1,-2,5,-0.1,0.6
CC(=O)c1ccc(N2CCN(c3cccc[n+]3C)CC2)cc1,9,-9,-0.1,-1.1
CC(C)(C)NC(=O)C1CC(c2ccccc2O)=NO1 (stereo not given),4,-15,-0.1,0.0
CCOc1ccccc1NC(=O)Cn1ncc2c1-c1cc(C)ccc1OC2,4,0,0.1,-0.4
O=C(NN=C1CCCCC1)c1ccc(Cl)c(Cl)c1,-7,0,0.1,-0.6
CCc1ccccc1NC(=O)CSc1nc2ccccc2c(=O)n1CCCC(=O)NCCc1ccc(OC)c(OC)c1,-7,10,-0.1,1.5
Cc1ccccc1OCc1nnc(SCC(=O)N2CCC(C)CC2)n1C,4,2,0.0,0.3
CCOCCCN1C(=O)C2C(c3ccc(C)cc3)C3C=CC2(O3)C1C(=O)NC1CCCC1 (stereo not given),2,-1,0.0,2.1
Cc1cc(C)cc(N(C(C)C(=O)Nc2ccc(F)c(Cl)c2)S(C)(=O)=O)c1 (stereo not given),-3,-3,-0.2,0.8
O=C(/C=C(\O)c1ccccc1)C(=O)Nc1ccccc1,9,-63,0.0,0.6
Cc1cc2nc(C3CCCCN3C(=O)c3c(C)noc3C)[nH]c2cc1C (stereo not given),4,-10,0.1,-0.4
CCOc1ccc(C2C(C(=O)OCC(C)C)=C(C)Nc3c2c(=O)n(C)c(=O)n3C)cc1 (stereo not given),2,-1,0.0,-0.4
O=C(CC(Cc1ccccc1)C(=O)O)Nc1cccc(C(F)(F)F)c1 (stereo not given),2,-5,0.2,4.2
CC(C)N1C(=O)C(O)(CC(=O)c2cccc([N+](=O)[O-])c2)c2ccccc21 (stereo not given),18,13,-0.1,-1.2

# 3 entries drawn at random from the list so far, as already listed:
mol,MITF primary,TEAD-YAP inh,FBW7 activator,GPR151 ag
CCOC(=O)C(C(C)=O)C(c1ccc(OC)cc1)C(C(C)=O)C(=O)OCC (stereo not given),-11,-6,-0.1,-1.2
COc1ccccc1NNC(=O)C(O)(c1ccccc1OC)c1ccccc1OC,-5,8,0.0,0.8
CC1(C2CCN(C(=O)CC3CCCCC3)CC2)NC(=O)N(Cc2ccsc2)C1=O (stereo not given),7,2,0.5,-0.3

# (next part)
mol,MITF primary,TEAD-YAP inh,FBW7 activator,GPR151 ag
Cc1cccc(NC(=O)c2cc(NC(=O)C3CCCCC3C(=O)O)ccc2Cl)n1 (stereo not given),-9,-10,-0.1,0.9
Cc1ccccc1Cn1c(C)c(CNCC2CCCO2)c(C(=O)O)c1C (stereo not given),-2,-7,-0.1,0.8
Cc1ccc(N2CC(C(=O)Oc3cccc4ccccc34)CC2=O)cc1 (stereo not given),9,8,-0.1,-0.3
COC(=O)C1CCN(CC(=O)N(C)c2c(N)n(Cc3ccccc3)c(=O)[nH]c2=O)CC1,1,4,-0.1,-1.7
COC(=O)c1cc(NC(=O)Cn2ncc3c(=O)oc4ccc(C)cc4c32)cc(C(=O)OC)c1,2,3,0.1,-1.6
O=C(c1cc2nc(-c3ccc([N+](=O)[O-])cc3)cc(C(F)(F)F)n2n1)N1CCc2ccccc2C1,-8,-7,-0.1,-0.7
Cc1ccccc1CNCc1c(C(=O)O)c(C)n(Cc2ccccc2F)c1C,19,-7,-0.3,0.5
CCc1ccccc1NC(=O)c1cc2ncc(Br)cn2n1,16,-10,0.0,1.7
COc1ccccc1C(=O)Nc1ccnn1C1CCN(Cc2cccc3ncccc23)CC1,5,-16,0.1,-1.3
Cc1cc(Cl)ccc1OC(C)C(=O)N1CCc2nncn2CC1 (stereo not given),11,-7,0.2,0.5
CC(=O)Nc1cccc(NC(=O)CN2C(=O)CCSc3ccccc32)c1,6,-5,0.2,-0.7
CCc1nnc(NC(=O)c2c(F)cccc2Cl)s1,6,14,0.2,1.3
O=C(CN1CCCN(Cc2ccccc2F)CC1)c1ccc2cc[nH]c2c1,9,1,0.0,-0.8
COc1ccc(CC(=O)NCCc2sc(-c3ccc(F)cc3)nc2C)cc1OC,-3,-21,-0.1,-1.3
CCOc1ccc(C(CC(=O)O)NC(=O)c2cccc(C)c2)cc1OC (stereo not given),-9,6,-0.1,0.0
COC(=O)C1=C(C(=O)OC)[C@@H]2N(C)c3ccccc3[C@@]23C[C@@H](CO)N(C(=O)NC2CCCCC2)C3=N1,-5,.,-0.1,-0.3
COc1ccc(N2CCN(C(=O)c3ccc(N4CC5CC(C4)c4cccc(=O)n4C5)c(NC(=O)c4ccc(F)cc4)c3)CC2)cc1 (stereo not given),11,-15,0.1,0.1
Cc1ccc(C2CC(c3cc(Br)ccc3O)=NN2)cc1 (stereo not given),-2,-66,0.1,2.8
COC(=O)CNc1ncnc2scc(-c3ccccc3)c12,10,-4,0.2,-0.8
COC(=O)c1ccc(NC(=O)C2CCCN(S(=O)(=O)c3cc(C)ccc3OC)C2)cc1 (stereo not given),-13,-7,0.1,-0.8
O=C1c2oc3ccc(F)cc3c(=O)c2C(c2cccnc2)N1c1ccccn1 (stereo not given),-6,-5,0.1,-1.2
c1ccc2c(c1)CCN(c1nc3ncnc(NCc4nc5ccccc5[nH]4)c3[nH]1)C2,5,-4,-0.2,-0.2
CC1(C)OC2OC(C(=O)Oc3ccccc3)C3OC(C)(C)OC3C2O1 (stereo not given),8,9,0.4,-2.3
Cc1ccccc1NC(=O)C1(N(Cc2ccccc2)C(=O)Cn2nnnc2N)CCCCC1,15,7,0.0,1.2
Cc1ncc2c(c1CNC(=O)CN1CCCC1)CCN(C(=O)c1c(F)ccc(F)c1F)C2,-1,-1,-0.1,-0.3
C[C@@H](OCc1ccccc1)[C@@H]1NC(=O)[C@H]2CN(CC3CC3)CCN2C1=O,10,0,-0.3,-1.6
CCOc1ccc2nc(Nc3nc(C)c(C)c(=O)[nH]3)nc(C)c2c1,-1,-12,-0.3,-1.1
Cc1cc2oc(=O)cc(CN3CCN(S(=O)(=O)c4cccs4)CC3)c2cc1C,3,12,0.3,0.2
CCOc1cc(C2Nc3ccccc3NC3=C2C(=O)CC(c2ccc(OC)cc2)C3)ccc1OC(=O)C1CCCCC1 (stereo not given),6,-5,-0.1,0.7
CCOC(=O)c1c(NC(=O)COc2ccc(C)cc2C(C)(C)C)sc(C(C)=O)c1C,6,7,0.0,-0.2

mol,MITF primary,TEAD-YAP inh,FBW7 activator,GPR151 ag
CCSCCOC(=O)C1=C(C)NC2=C(C(=O)C(C(=O)OC)C(C)C2)C1c1ccc2c(c1)OCO2 (stereo not given),5,8,0.6,1.2
COc1cccc(/C=C2N=C(/C=C\c3cccc([N+](=O)[O-])c3)OC/2=O)c1,-3,2,0.8,-1.7
COCCN1C=C(C(=O)OC)C(c2ccc(Cl)c(Cl)c2)C(C(=O)OC)=C1,-13,0,0.2,1.0
CC1(C)Cc2cccc(OCc3ccc(C(N)=O)cc3)c2O1,-3,-5,0.0,0.4
Cc1ccccc1Cn1c(NCc2ccccc2Cl)nc2c1c(=O)[nH]c(=O)n2C,8,-8,0.0,-1.2
CC(C)(C)NC(=O)CSc1nc(O)c(Cc2ccccc2F)c(=O)[nH]1,-10,-4,-0.1,-0.7
C/C(=N/NC(=O)CNc1ccc(C)cc1)c1ccc([N+](=O)[O-])cc1,-12,-29,-0.3,-0.8
COc1ccc(NC(=O)CCCCC(=O)Nc2ccc(OC)cc2)cc1,14,-2,0.2,-0.3
Cc1cccc(C)c1NC(=O)c1cccc(C)c1[N+](=O)[O-],13,-31,0.8,-0.7

# Hits appear at their usual frequency; overall some 3.5% were active at least once.
